Bioassay records: PubChem BioAssay, several laboratories
INS promoter inh – inhibitors of insulin promoter-driven GFP, primary screen, imaging, TRM-6 cells (human fetal islet line), eGFP reporter, cell count; 130,000 tested, 0.9% active; inhibition, % at 2 µM; reporter expression induced with tamoxifen;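 active = inhibition above the mean plus 3 SD, with well images judged a real hit on visual review, cut at about 60% in these data, passing the limit was not always enough; inconclusive = inhibition over the cutoff but images rejected on review; inactive = inhibition not above the cutoff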
sdo1 growth – growth rescue of sdo1-depleted yeast, primary screen, S. cerevisiae, bone marrow failure model. z-score at 10 µM. 140,000 tested, 0.21% active. S. cerevisiae sdo1-depleted JHY4D growth rescue, OD600 30 h; active compounds read high; pdr5 snq2 efflux-pump mutant strain. AID 817, 2007;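 active = z-score above 3 at both the 24 hr and the 30 hr optical density reads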;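 also: z-score against mean and SD of all compound wells on the same plate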
sdo1 growth Rescue 24 h – also measured in sdo1 growth; calls as there; z-score; S. cerevisiae sdo1-depleted JHY4D growth rescue, OD600; measured here: growth rescue at 24 h;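 0 is the plate mean of compound wells and units are plate SD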
The depositor's hits bear a star; ? = inconclusive; nt = not tested or not shown; & = joins results of further samples; [ ] = dose if it differs, or a comment.

SMILES	INS promoter inh	sdo1 growth	sdo1 growth Rescue 24 h
COC(=O)COn1c(-n2nc(C)cc2C)nc2ccccc2c1=O	0	0.99	0.34
Cc1nnc(N/N=C/c2cc(C)n(-c3ccc(F)cc3)c2C)n1N	28	1.3	0.37
Cc1ccccc1OCc1nc(-c2ccc(NC(=O)c3ccc4c(c3)OCO4)cc2)no1	nt	0.13	0.67
Cc1nc(NC(=O)c2ccc(-c3cc4ccccc4oc3=O)cc2)ccc1Br	-19	0.26	0.13
c1ccc(C(c2nnnn2C2CCCC2)N2CCCCCC2)nc1 (stereo not given)	nt	-1.4	-1.5
CC(C)N1C(=S)SC2CS(=O)(=O)C=C21 (stereo not given)	nt	0.1	0.07
c1ccc2c(-c3nnc4n3CCCCC4)c[nH]c2c1	nt	-0.51	-1.1
NS(=O)(=O)c1cc2c(cc1Cl)NC(CSCc1ccccc1)=NS2(=O)=O	57	-0.6	-0.6
O=C(O)CCN1C(=O)C2C3CC(C2C1=O)C1C(c2ccccc2)c2sc(=O)[nH]c2SC31 (stereo not given)	15	nt	nt
O=C(NCC1CCCO1)c1csc2c1CCCCC2 (stereo not given)	nt	-0.6	-0.28
O=c1c2ccccc2nc(-c2ccco2)n1Cc1ccccc1	0	-1.7	-1.9
O=C(O)CCCN=Cc1c(O)c2ccccc2oc1=O	-58	nt	nt
COc1ccc(/C=C2\Sc3ccc(C(=O)N4CCc5ccccc5C4)cc3N(C)C2=O)cc1	-16	0.24	0.41
CCNc1nc(NCC)n2c(SCc3nc4ccccc4c(=O)[nH]3)nnc2n1	0	-0.41	-1.2
Clc1cccc(-c2nnc(SCc3nc4ccccc4[nH]3)n2Cc2ccco2)c1	-92	-0.14	0.23
Cc1cccc(-c2noc(CN(C(C)C)S(=O)(=O)c3ccc(F)cc3)n2)c1	-160	-0.69	-0.4
O=C(Oc1ccccc1[N+](=O)[O-])c1cccnc1	nt	0.23	-0.55
Cc1ccc(-n2c(C)cc(C(=O)COc3cccnc3[N+](=O)[O-])c2C)cc1	13	0.48	1
CC(=O)c1c(C)[nH]c(C(=O)COC(=O)CCCOc2ccccc2)c1C	-30	nt	nt
COc1ccc(CNC(=O)Cn2nc(Cc3cccnc3)c3ccccc3c2=O)cc1	nt	-0.09	-0.38
CC1=NN(C(C#N)c2cccc([N+](=O)[O-])c2)C(C)(C)C1 (stereo not given)	-10	-0.37	-0.79
O=C(Nc1ccc(Oc2ccc(S(=O)(=O)N3CCOCC3)cn2)cc1)c1ccco1	0	-0.7[7.3 µM]	0.27
CC(=O)c1cc(-c2ccccc2)n(CC(=O)N2CCC(C)CC2)c1C	56	-0.99	-0.81
OCCSc1ncnc2c1oc1ccccc12	0	-0.04	-0.26
CCOc1ccc2[nH]cc(S(=O)(=O)c3ccc(F)cc3)c(=O)c2c1	nt	0.76	0.28
Cc1cc(=O)oc2ccc(OCC(=O)N3CCC(C)CC3)cc12	50	0.1	-0.15
COC(=O)c1c(CSc2ccc(C)c(C)c2)noc1C(=O)NCc1ccc(OC)cc1	-9	-0.47	-0.06
O=C(NCc1ccco1)c1cc(-c2ccco2)on1	30	0.27	-0.42
c1ccc(C(c2nnnn2Cc2ccco2)N2CCN(c3nc4ccccc4s3)CC2)cc1 (stereo not given)	16	-1.3	-1.3
Cc1nnc(SCc2cn3ccsc3n2)n(N)c1=O	16	0.32	-0.28
O=[N+]([O-])c1ccc(-n2nnnc2-c2ccccc2)cc1	41	nt	nt
CC(C)C(c1nnnn1C1CCCC1)N(C)C1CCCCC1 (stereo not given)	nt	-1	-0.69
Nc1nc(CN2CCC(Cc3ccccc3)CC2)nc(Nc2ccccc2)n1	0	-0.86	-1
Cc1cccc(NC(=O)CC2CCC2)c1	22	0.63	0.43
COc1ccc(OC)c(NC(=O)c2cccc(S(=O)(=O)N(Cc3ccccc3)c3ccccc3OC)c2)c1	-27	0.58	1.4
O=C(CSc1nnc(-c2ccc3c(c2)OCO3)n1-c1ccccc1)c1ccccc1	nt	-0.76	-0.2
COCCNC(=O)CCc1ccc(S(=O)(=O)Nc2ccc(C)cc2)cc1	-21	1.1	1.4
CC(Sc1nc(-c2ccccc2)cc(C(F)(F)F)n1)C(=O)N1CCCCC1 (stereo not given)	42	-0.93	-0.59
Cc1ccc([N+](=O)[O-])cc1N=C(c1cccc(Br)c1)N1CCOCC1	nt	-1.6	-1.3
Cc1cccc(Nc2nc(N)nc(CN3CCC(C)CC3)n2)c1C	100*	0.04	-0.46
C/C(=N\NC(=O)c1nn(C)cc1Br)c1cccc(NC(=O)c2ccncc2)c1	-75	0.99	0.87
CCc1cc2c(=O)n(-c3ccc(C)cc3)cnc2s1	69	-0.29	-0.38
O=C(NC(=S)NCc1ccc(F)cc1)c1ccccc1	-39	-1.2	-0.5
Cc1ccc(N2CC(C(=O)NCc3ccc4c(c3)OCO4)CC2=O)cc1C (stereo not given)	22	0.14	-0.59
Cc1cc(C)cc(NC(=O)C(OC(=O)c2cccs2)c2ccccc2)c1 (stereo not given)	nt	-0.36	-0.2
CCC(=O)c1ccc(OCC(O)CN2C(=O)NC(C)(C)C2=O)cc1 (stereo not given)	nt	-0.42	-0.78
C[C@@H]1CN(C(=O)c2nc3ccc(Cl)cn3c2CN2CCc3sccc3C2)C[C@H](C)O1	-9	nt	nt
Cc1ccc(NS(=O)(=O)c2ccc(NC(=O)C3CCCO3)cc2)cc1 (stereo not given)	54	-0.52	-0.47
Cn1c2c(c(=O)n(C)c1=O)C(NS(=O)(=O)c1ccccc1)(C(F)(F)F)C(=O)N2 (stereo not given)	nt	-0.44	-1.2
Cc1c(Cl)c([N+](=O)[O-])nn1CC(=O)NCc1cccs1	-24	1.9	2
COc1ccc(CNC(=O)CSc2n[nH]c(C)c2[N+](=O)[O-])cc1	19	1.2	1.1
O=C(Nc1ccc(S(=O)(=O)N2CCc3ccccc3C2)cc1)c1ccccc1	-407	-0.78	-0.42
COC(=O)c1c(NC(=O)C2CCCO2)sc2c1CCC2 (stereo not given)	0	-1.4	-0.56
COc1cccc2cc(C(=O)NCc3ccccn3)c(=O)oc12	-15	-0.53	-0.84
Cc1cc(C)cc(NC(=O)C(=O)NCc2ccccn2)c1	nt	1	1.1
CCc1c(C(=O)NNC(=S)NCC(C)C)csc1C	-57	0.07	-0.17
CCc1ccccc1NC(=O)C(Cc1cccc(OC)c1OC)c1nn[nH]n1 (stereo not given)	nt	-0.3	-1.1
Cc1cc(C)nc(NS(=O)(=O)c2ccc(NC(=O)COc3ccccc3)cc2)n1	3	0.31	-0.66
CC(C)(C)NS(=O)(=O)c1ccc(NS(C)(=O)=O)cc1	nt	1	0.94
CC(Sc1nc2ccccc2[nH]1)C(=O)Nc1ccccc1F (stereo not given)	-8	nt	nt
Additional structures follow:
SMILES	INS promoter inh	sdo1 growth	sdo1 growth Rescue 24 h
CCCCOc1ncnc2c1[nH]c1ccc(OCC)cc12	6	0.13	-0.02
CCCCSC(=S)N(C)C1CCS(=O)(=O)C1 (stereo not given)	-17	0.3	-0.58
COc1cc(Nc2nc(SCC#N)nc3ccccc23)cc(OC)c1OC	29	0.06	-0.25
CCOc1ccccc1-n1nnnc1SCC(=O)OC	50	nt	nt
CC(c1ccccc1)N(CCC(c1ccccc1)C1CCOC(C)(C)C1)C(=O)c1ccco1 (stereo not given)	nt	-0.75	-0.71
C=CCn1c(SCC(=O)c2cc(C)n(Cc3cccs3)c2C)nnc1-c1ccncc1	nt	-0.06	0.15
CCCn1nc(C(=O)NCc2ccc3c(c2)OCO3)c2ccccc2c1=O	-67	nt	nt
O=C1c2oc3ccccc3c(=O)c2C(c2cccnc2)N1CCCN1CCOCC1 (stereo not given)	nt	-0.82	-0.47
CCCn1c(=O)c2ccccc2n2c(Sc3nnnn3-c3ccccc3)nnc12	nt	1.1	1
N#Cc1ccc(-c2ccc(F)cc2)nc1SCC(=O)Nc1sc2c(c1C#N)CCC2	-65	1.8	3.5
COCc1cc(C)nc(N2CCc3ccccc32)c1C#N	0	-1	-0.5
Cc1ccc(NC(=O)COC(=O)C(NS(=O)(=O)c2ccc(Cl)cc2)C(C)O)cc1 (stereo not given)	-23	1.3	0.64
Cc1cc2ccccn2c1C(=O)c1nc(N2CCOCC2)ncc1Cl	-32	-1	0.02
CC(=O)NC1=NC(=O)CS1	?	0.73	0.5
CC(C)CC(=O)N=Nc1c(O)[nH]c2ccccc12	18	nt	nt
O=C(COc1nc2ccccc2nc1N1CCOCC1)Nc1ccc(S(=O)(=O)N2CCCC2)cc1	-23	1.2	1.1
CC1(C)Cc2ccccc2-c2nnc(-c3ccc4ccccc4n3)n21	-344	-0.47	-0.61
Cc1ccc2cc(C#N)c(NCCNC(=O)C3CC3)nc2c1C	nt	-1.1	-0.58
COc1ccccc1NC(=O)C(C/C=C(\C)Cl)C(C)=O (stereo not given)	-64	-0.46	-0.54
COc1ccc2c(c1)c1ncn(CCN3CCCC3)c(=O)c1n2C	37	-0.22	-0.47
CN1C(=O)c2cccc(NC(=O)C3CCCCC3)c2C1=O	nt	6.6	2.6
CN1CCN(C(=O)CN(Cc2ccccc2)S(C)(=O)=O)CC1	20	-0.71	-1.6
Cc1nnc(SCc2ccccc2CSc2nnc(C)s2)s1	22	nt	nt
CCOC(=O)C1CCN(C(=S)Nc2cccc(C)c2)CC1	-30	0.05	-0.57
O=C(CN(Cc1cccs1)C(=O)CSc1nnc(COc2ccccc2)o1)NC1CCCC1	19	-0.15	-0.51
O=c1cc(C23CC4CC(CC(C4)C2)C3)[nH][nH]1	-76	-0.21	0.01
COC(=O)N1CCN(c2ccc(C)c(C)c2)CC1	-17	nt	nt
COc1ccc(-c2[nH]c(-c3cc(OC)c4c(c3)OCO4)nc2-c2ccccc2)cc1	15	-1.3	-1.1
Cn1nnnc1SCC(=O)Nc1ccccc1N1CCOCC1	-27	-0.04	-0.78
Cc1nc2ccc(NC(=O)c3ccc(Cl)c(NC(=O)c4cccs4)c3)cc2s1	20	-0.5	1.1
Cc1c(Cl)c([N+](=O)[O-])nn1CCCC(=O)N1CCN(c2ccccc2)CC1	nt	0.17	-0.15
CCc1ccc(CN2C(=O)CCC2(C)C(=O)NC2CCCC2)cc1 (stereo not given)	nt	1.8&0.47	0.87&0.54
O=C(N/N=C\c1ccc(Cl)s1)c1cccs1	1	0.61	-0.17
N#C/C(=C\C=C\c1ccccc1)c1nc(-c2ccc3c(c2)OCO3)cs1	-18	-1.1	0.57
COc1ccc(OCC(=O)N/N=C(\CCC(=O)O)c2cccs2)cc1	27	nt	nt
O=C(Cc1ccccc1)N1CCN=C1SCc1ccc([N+](=O)[O-])cc1	nt	-0.69	-0.88
CCOC(=O)CN1C(=O)C2Cc3ccccc3CN2C1=S (stereo not given)	-26	0	0.05
Cn1ncc2cc(NC(=S)NC(=O)c3ccccc3)ccc21	-29	-0.72	-1.2
CCN(c1ccccc1)S(=O)(=O)c1ccc(C(=O)OC(C)C(=O)NCCC2=CCCCC2)cc1 (stereo not given)	5	-0.64	-1.1
COc1ccc(C(=O)CCN2CCc3cc(OC)c(OC)cc3C2)cc1	63	nt	nt
COC(=O)c1ccc(C2C(C(=O)OCC(C)C)=C(C)N=C3SCCC(=O)N32)cc1 (stereo not given)	62	-0.15	0.31
COc1ccc(OC(=O)c2ccncc2)cc1	-9	0.03	0.09
Cc1ccc(-n2c(CNc3cccc(Cl)c3)n[nH]c2=S)cc1	25	nt	nt
CCC(C)(C)n1nnnc1CN(Cc1cc2cc(OC)c(OC)cc2[nH]c1=O)C1CCCC1	nt	1.5	1.7
CCOc1ccc2[nH]c(=O)c(CN(Cc3ccccc3OC)C(=O)c3ccccc3)cc2c1	-34	-1.4	-0.43

Gathered by group, the compounds so far containing a Cl atom (11)
SMILES	INS promoter inh	sdo1 growth	sdo1 growth Rescue 24 h
NS(=O)(=O)c1cc2c(cc1Cl)NC(CSCc1ccccc1)=NS2(=O)=O	57	-0.6	-0.6
Clc1cccc(-c2nnc(SCc3nc4ccccc4[nH]3)n2Cc2ccco2)c1	-92	-0.14	0.23
C[C@@H]1CN(C(=O)c2nc3ccc(Cl)cn3c2CN2CCc3sccc3C2)C[C@H](C)O1	-9	nt	nt
Cc1c(Cl)c([N+](=O)[O-])nn1CC(=O)NCc1cccs1	-24	1.9	2
Cc1ccc(NC(=O)COC(=O)C(NS(=O)(=O)c2ccc(Cl)cc2)C(C)O)cc1 (stereo not given)	-23	1.3	0.64
Cc1cc2ccccn2c1C(=O)c1nc(N2CCOCC2)ncc1Cl	-32	-1	0.02
COc1ccccc1NC(=O)C(C/C=C(\C)Cl)C(C)=O (stereo not given)	-64	-0.46	-0.54
Cc1nc2ccc(NC(=O)c3ccc(Cl)c(NC(=O)c4cccs4)c3)cc2s1	20	-0.5	1.1
Cc1c(Cl)c([N+](=O)[O-])nn1CCCC(=O)N1CCN(c2ccccc2)CC1	nt	0.17	-0.15
O=C(N/N=C\c1ccc(Cl)s1)c1cccs1	1	0.61	-0.17
Cc1ccc(-n2c(CNc3cccc(Cl)c3)n[nH]c2=S)cc1	25	nt	nt

Other entries follow:
SMILES	INS promoter inh	sdo1 growth	sdo1 growth Rescue 24 h
Cc1ccc(CCNC(=O)NC(C)(C)C)cc1	?	-0.2	0
Cc1oc(C(C)(C)C)cc1C(=O)Nc1ccc(C(=O)O)cc1	-40	-0.24	-0.26
Cc1cccc(N2CCN(C(=O)CC(NC(=O)c3ccccc3Cl)c3ccccc3)CC2)c1C (stereo not given)	-6	-0.94	-0.47
Cc1cc(C)nc(N2CCC(C(=O)NCc3ccccc3)CC2)n1	-14	0.75	1.2
